# Screens (PubChem BioAssay)
# CHRM1 PAM: potentiates human M1 receptor response to acetylcholine; activation, % at 3 µM; 360,000 tested, 0.088% active; CHO-K1 hM1, Fluo-8 calcium fluorescence, ACh EC20; 0% = ACh EC20, 100% = maximal ACh; in the data active = activation above about 19%, passing the limit was not always enough
# Target sequence (P11229 whole entry, looked up): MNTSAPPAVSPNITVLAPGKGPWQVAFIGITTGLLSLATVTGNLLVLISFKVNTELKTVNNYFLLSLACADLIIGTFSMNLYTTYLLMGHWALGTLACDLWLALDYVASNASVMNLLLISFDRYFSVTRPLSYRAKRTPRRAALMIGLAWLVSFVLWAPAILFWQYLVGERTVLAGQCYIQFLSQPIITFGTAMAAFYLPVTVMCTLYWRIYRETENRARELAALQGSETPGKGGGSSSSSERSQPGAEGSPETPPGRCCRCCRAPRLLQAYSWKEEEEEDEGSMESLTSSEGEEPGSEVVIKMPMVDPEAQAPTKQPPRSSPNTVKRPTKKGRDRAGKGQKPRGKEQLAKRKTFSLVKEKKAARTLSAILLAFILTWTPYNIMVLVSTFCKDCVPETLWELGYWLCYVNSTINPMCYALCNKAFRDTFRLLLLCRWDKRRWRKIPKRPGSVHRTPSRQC
# CHO parental Ca: counter-screen: ATP calcium response change in parental CHO cells | AID 463079 | 330,000 tested, 0.63% active | parental CHO-K1, ATP-induced calcium, Fluo-8 fluorescence | inhibition, % at 5.6 µM;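 active = inhibition above that plate's mean sample inhibition plus 3 SD, cut at about 26% in these data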;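 also: 0% = ATP-challenged DMSO wells and 100% = DMSO wells without ATP; some compounds past the cut are filed as inactive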
#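 Assay system: parental CHO cells; Read-out basis: percent inhibition of ATP-evoked calcium rise, normalized to controls; Benchmarks: ATP and no-ATP DMSO wells; Compound dosing: single nominal dose of 5.6 µM per compound; Signal: Fluo-8 calcium dye fluorescence; Also added: ATP as calcium-mobilizing challenge; Repeats: singlicate.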
# TAAR1 agonist: human TAAR1 agonism; Q96RJ0; 360,000 tested, 0.99% active; CHO RD-HGA16 TAAR1, Fluo-8 calcium fluorescence; vehicle wells 0%, saturating PEA agonist 100%; activation, % at 3 µM; AID 624467;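 active = activation above the mean activation of all test compounds in the run plus 3 SD, cut at about 38% in these data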
# Target sequence (Q96RJ0 whole entry, looked up): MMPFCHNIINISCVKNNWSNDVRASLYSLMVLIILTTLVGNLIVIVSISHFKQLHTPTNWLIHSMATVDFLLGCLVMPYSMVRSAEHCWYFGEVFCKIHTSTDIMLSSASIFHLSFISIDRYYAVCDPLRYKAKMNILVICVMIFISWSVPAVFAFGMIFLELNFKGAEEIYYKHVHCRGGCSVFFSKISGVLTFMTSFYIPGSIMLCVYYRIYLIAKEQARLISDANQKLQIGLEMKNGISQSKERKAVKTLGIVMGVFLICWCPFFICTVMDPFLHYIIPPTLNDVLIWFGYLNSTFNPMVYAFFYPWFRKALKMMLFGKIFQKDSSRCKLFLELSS
#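 Test system: RD-HGA16 (CHO) cells co-expressing Gα16 and hTAAR1 | Doses: Single dose, 3 µM | Schedule: 17-24 h seeding, 75 min 37 °C dye, 30 min RT | Evaluation: % activation from peak over basal fluorescence ratio, DMSO-to-PEA scaled | Technique: Kinetic Fluo-8 calcium fluorescence | Benchmarks: Low control DMSO, high control PEA (EC100)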
# M1 PAM parental: M1 PAM counterscreen hit in parental CHO-K1 cells | 360,000 tested, 0.02% active | ATP EC20, Fluo-8 calcium fluorescence; 0% at ATP EC20, 100% at ATP max | AID 602247 | activation, % at 3 µM;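 active = activation above the run cutoff, the mean activation of all test compounds plus 3 SD, cut at about 40% in these data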;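 also: peak over basal fluorescence ratio in a 140 s read after ATP addition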
# M1 antag: blocks human M1 muscarinic receptor; P11229; CHO-K1 hM1, Fluo-8 calcium fluorescence, ACh EC80 antagonist; inhibition, % at 3 µM; 360,000 tested, 1.3% active;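 active = percent inhibition above its own plate's cutoff, namely the mean of that plate's compound wells plus 3 SD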;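 also: peak over basal fluorescence ratio during 140 s after agonist addition; 0% = ACh EC80 plus DMSO and 100% = DMSO alone without agonist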
# M1 ag parental: counter-screen for M1 agonists: effect in parental CHO-K1 cells; 360,000 tested, 0.48% active; Fluo-8 calcium fluorescence; scaled to maximal ATP response, vehicle zero; activation, % at 3 µM; AID 602248; in the data active = activation above about 15%;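 also: untransfected CHO-K1 host cells lacking M1 receptor as counterscreen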
# CHO-K1 Ca antag: M1 antagonist counterscreen hit in parental CHO-K1 cells; 360,000 tested, 0.6% active; AID 602250; inhibition, % at 3 µM; ATP-induced calcium, Fluo-8 fluorescence;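 active = inhibition above a per-plate cutoff, the plate's mean sample inhibition plus 3 SD, cut at about 24% in these data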;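 also: 0% = DMSO plus EC80 ATP and 100% = DMSO alone without ATP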
# TAAR1 antag: antagonists of human TAAR1; Q96RJ0; CHO RD-HGA16 TAAR1, Fluo-8 calcium fluorescence, antagonist; inhibition, % at 3 µM; AID 624466; 360,000 tested, 1.5% active;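 active = inhibition above a per-plate cutoff, the mean inhibition of test compounds on that plate plus 3 SD, cut at about 49% in these data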;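 also: 0% = DMSO plus EC80 beta-PEA response and 100% = DMSO alone without agonist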
#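 Test system – hTAAR1-expressing CHO RD-HGA16 cells, Gα16-coupled · Also added – β-PEA at EC80 concentration, post-compound challenge · Compound – 3 µM, single point · Incubation – dye loading 75 min at 37 °C, then 30 min room temperature · Measured by – Fluo-8 intracellular calcium dye fluorescence, real-time kinetic reads · Benchmarks – vehicle and agonist controls · Replicates – singlicate, one well per test compound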
# CHRM1 agonist: agonists of human M1 muscarinic receptor; P11229; CHO-K1 hM1, Fluo-8 calcium fluorescence, agonist mode; 0% DMSO, 100% acetylcholine EC100; activation, % at 3 µM; 360,000 tested, 0.33% active;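 active = activation above the run's mean compound activation plus 3 SD, cut at about 16% in these data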;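 also: peak over basal fluorescence ratio within a 140 s kinetic read after compound addition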
# * marks the source's active call; other numbers are inactive results; · = no result given. Outcome played no part in choosing rows; about 4.4% have a hit in one of these screens.
# Every second line gives: CHRM1 PAM, CHO parental Ca, TAAR1 agonist, M1 PAM parental, M1 antag, M1 ag parental, CHO-K1 Ca antag, TAAR1 antag, CHRM1 agonist
CCOC(=O)Nc1nc(-c2ccccc2)c(C(=O)c2ccc(Cl)cc2)s1
  -7, -16, 14, -3, 11, -0.1, 14, 18, -5
CCc1ccc2[nH]cc(S(=O)(=O)c3ccc(C)c(C)c3)c(=O)c2c1
  -3, -31, -2, -15, 3, -0.6, 6, -13, -3
CCCCCCn1c(=O)c(F)cn(Cc2ccc(OC)c([N+](=O)[O-])c2)c1=O
  5, -25, 3, 19, -7, 0.8, -12, -9, -2
Cc1cc(C)c(C(=O)COC(=O)CN2C(=O)NC3(CCCC3)C2=O)cc1C
  3, -6, 2, -11, -14, -0.2, 11, -12, -1
CCCCSC1=N/C(=C/c2ccsc2)C(=O)N1c1ccccc1
  3, -31, 1, 30, -5, 1.1, -18, -31, -7
O=C(CSc1ccc(Br)cc1)NC1CCCCCC1
  -10, -14, -1, -13, 3, -0.9, 0, 8, -6
Cc1onc(-c2c(Cl)cccc2Cl)c1C(=O)NCc1ccco1
  3, -11, 4, 8, -3, -0.1, -8, -3, -4
C=C(C)COc1ccc(-c2ncncc2-c2ccccc2OC)c(O)c1
  -6, -21, 4, 23, -4, 0.2, -11, 3, -9
C#CCNC(=O)C[C@@H]1C[C@@]2(C(=O)OC)CCCCC=C2N(Cc2ccc(Cl)cc2Cl)C1=O
  ·, ·, 1, 18, ·, 2.2, -21, 9, ·
O=C(Nc1cccc(C(=O)N2CCCCC2)c1)C1CCCCC1
  2, ·, 5, 1, 0, 0.4, -1, -15, -3
COc1ccc(C(=O)N2c3ccccc3CC2C)cc1OC (stereo not given)
  6, -14, 6, 16, -24, 1.3, -21, 9, -3
Cc1ccc(NC(=O)COC(=O)C2CC2(Cl)Cl)cc1C (stereo not given)
  4, 3, 0, -13, 12, 0.0, 4, 1, -1
COc1ccccc1NC(=O)N1CCN(Cc2ccc3c(c2)OCO3)CC1
  1, 0, ·, -15, 4, 0.5, 2, ·, -3
COc1cccc(NC(=O)COC(=O)c2ccc3c(c2)OCCO3)c1
  14, ·, 20, -6, -1, 0.9, 6, -21, 6
COC(=O)c1sc(S(=O)(=O)N2CCN(c3ccc(OC)cc3)CC2)c(C(=O)OC)c1C
  4, -13, -2, -4, -5, -0.4, -1, 18, -7

# New compounds follow
# Every second line gives: CHRM1 PAM, CHO parental Ca, TAAR1 agonist, M1 PAM parental, M1 antag, M1 ag parental, CHO-K1 Ca antag, TAAR1 antag, CHRM1 agonist
COc1ccc(CCNC(=O)c2ccc(CS(=O)(=O)c3ccc(Br)cc3)o2)cc1OC
  -28, -4, 18, -14, 18, 10, 13, 77*, 1
COc1cc(NC(=O)c2cc3cccc(OC)c3o2)cc(C(=O)Nc2cccc(C(F)(F)F)c2)c1
  -7, 42*, 21, 4, 14, 0.8, 2, 87*, -2
CCCCOc1ccc(CSc2nc(C)[nH]c2[N+](=O)[O-])cc1[N+](=O)[O-]
  -5, 14, 8, -4, 10, 11, 12, 15, 4
CCCN(C(=O)c1cccc(S(=O)(=O)N2CCN(C)CC2)c1)c1c(N)n(Cc2ccccc2)c(=O)[nH]c1=O
  -2, -5, 2, -13, 12, -0.2, 12, -4, -3
CC(Oc1ccccc1)C(=O)NNS(=O)(=O)c1ccc([N+](=O)[O-])cc1 (stereo not given)
  4, -11, 0, 29, 1, 0.7, -15, -5, -3
CCc1ccc(-c2cc(C(=O)O)c3ccccc3n2)s1
  11, ·, -1, 10, -22, -0.6, -16, -5, -4
Cc1nn(-c2ccccc2)c(Cl)c1C1C(C#N)=C(N)OC2=C1C(=O)CC(C)(C)C2 (stereo not given)
  5, -28, 17, 26, -19, 0.9, -7, -5, -1
O=[N+]([O-])c1cc(F)c(N2CCOCC2)cc1N1CCCCC1
  3, -13, 19, 20, -4, 1.0, -5, -16, -6
CNC(=S)NC1CC2CCCC(C1)N2Cc1ccccc1OC (stereo not given)
  -8, -20, 8, -16, 14, -0.2, 7, -5, -11
COc1ccc(OCC(O)CNCc2ccco2)cc1 (stereo not given)
  3, -28, 2, 26, 0, 0.3, -16, -1, -3
Cc1ccc(CNC(=O)[C@H](C)[C@H]2C[C@]2(C)[C@H](NC(=O)OCc2ccccc2)c2ccccc2)o1
  4, -4, ·, -11, 11, -0.6, 5, ·, 1
O=S(=O)(c1ccccc1)N1CCN(c2ncnc3sc(-c4ccccc4)cc23)CC1
  3, ·, 4, -17, -4, 0.3, -7, -4, -2
O=C(NCc1ccc(Cl)c(Cl)c1)c1cc(C2CCCCN2C(=O)c2ccccc2)on1 (stereo not given)
  -7, ·, 0, 2, 3, -0.1, 8, -2, -6
CCC(=O)N1CCCC(C)(C(=O)Nc2nccc3cccnc23)C1 (stereo not given)
  0, ·, 1, 7, -3, 0.4, -4, -9, -5
CCN(CC)S(=O)(=O)c1ccc(Cl)c(NC(=O)COc2ccc(OC)cc2)c1
  -3, 21, 27, 0, 0, 0.1, 6, 58*, -4

# An excerpt of these results, with each value named:
> CCc1ccc(-c2cc(C(=O)O)c3ccccc3n2)s1
  CHRM1 PAM: 11
  CHO parental Ca: ·
  TAAR1 agonist: -1
  M1 PAM parental: 10
  M1 antag: -22
  M1 ag parental: -0.6
  CHO-K1 Ca antag: -16
  TAAR1 antag: -5
  CHRM1 agonist: -4

> O=C(NCc1ccc(Cl)c(Cl)c1)c1cc(C2CCCCN2C(=O)c2ccccc2)on1 (stereo not given)
  CHRM1 PAM: -7
  CHO parental Ca: ·
  TAAR1 agonist: 0
  M1 PAM parental: 2
  M1 antag: 3
  M1 ag parental: -0.1
  CHO-K1 Ca antag: 8
  TAAR1 antag: -2
  CHRM1 agonist: -6

# TAAR1 antag, entries above that show a hit
Compound | CHRM1 PAM | M1 antag | TAAR1 antag | CHRM1 agonist
COc1ccc(CCNC(=O)c2ccc(CS(=O)(=O)c3ccc(Br)cc3)o2)cc1OC | -28 | 18 | 77* | 1
COc1cc(NC(=O)c2cc3cccc(OC)c3o2)cc(C(=O)Nc2cccc(C(F)(F)F)c2)c1 | -7 | 14 | 87* | -2
CCN(CC)S(=O)(=O)c1ccc(Cl)c(NC(=O)COc2ccc(OC)cc2)c1 | -3 | 0 | 58* | -4

# The results go on:
compound,CHRM1 PAM,CHO parental Ca,TAAR1 agonist,M1 PAM parental,M1 antag,M1 ag parental,CHO-K1 Ca antag,TAAR1 antag,CHRM1 agonist
COc1cc(C(c2sc3nc(C)nn3c2O)N2CCN(c3ccccc3)CC2)cc(OC)c1OC (stereo not given),1,-22,1,10,-3,1.0,1,-16,-3
COC(=O)c1ccc(/C=C/C(=O)OCC(=O)Nc2sccc2C(N)=O)cc1,-25,22,·,-17,47*,16*,10,·,5
C=CCNC(=S)NNC(=O)c1cc(C)nc2ccccc12,6,-3,1,28,-8,1.3,-20,-10,-4
CCCCN(C(=O)c1cnc2n(c1=O)CCS2)c1ccccc1,7,-9,6,26,-14,0.8,-11,-9,-8
OC(c1ccc(-c2ccccc2)cc1)c1ncc(-c2ccc(F)cc2)[nH]1 (stereo not given),0,·,3,-15,0,0.4,11,-10,1
CCc1noc(C)c1C(=O)OC(C)C(=O)Nc1ccccc1OC (stereo not given),1,13,2,3,-2,0.6,3,-9,-5
Cc1ccc(N(O)C(=O)OCCNC(=O)Nc2ccccc2)cc1,3,-4,31,9,1,2.3,3,-6,-1
Cc1ccc(F)cc1NC(=O)c1cnccn1,4,-3,15,10,0,14,4,4,-3
CCCCc1ccc(CC2S/C(=C(\C#N)C(=O)N3CCOCC3)N(c3ccccc3)C2=O)cc1 (stereo not given),4,-14,6,19,-7,0.9,-12,-6,-4
COc1ccc(F)c(CN2CCC(N3CCC(C(=O)N4CCOCC4)CC3)CC2)c1,3,-7,0,13,-11,0.4,-11,6,-7
CN(C)C(=O)COC(=O)c1ccccc1OCC(=O)Nc1ccc(SC(F)F)cc1,-11,-21,17,-1,26,5.2,14,64*,-4
Cc1nc(Nc2ccccc2)sc1C(=O)c1ccc(F)cc1,-7,-19,-2,16,10,6.1,-3,7,-6
CNc1cnc(-c2ccc(F)c(F)c2F)cn1,-1,·,-1,-10,-11,-0.1,3,-24,-4
O=C(CN(CCc1ccccc1)C(=O)c1csnn1)NC1CCCC1,-6,-11,4,-13,17,0.1,12,-4,-2
CN(CC(=O)Nc1cccc(F)c1)C(=O)CCc1nc2ccccc2c(=O)[nH]1,3,-14,3,-18,-11,0.1,-2,-10,-5

# Next records.
compound,CHRM1 PAM,CHO parental Ca,TAAR1 agonist,M1 PAM parental,M1 antag,M1 ag parental,CHO-K1 Ca antag,TAAR1 antag,CHRM1 agonist
Cc1ccc(NC(=S)NCc2ccc3c(c2)OCO3)cc1C,2,-17,6,-5,0,1.3,4,6,-6
Cn1c(C=O)c(C#Cc2ccccc2)c2ccccc21,2,-14,3,-3,6,-0.5,-4,7,-2
CN(C)C(=O)c1ccc(NC(=O)COC(=O)C2=COCCO2)cc1,4,3,1,18,-8,0.6,0,-7,-1
C[C@H](CO)N1C[C@H](C)[C@H](CN(C)C(=O)Nc2cccc(F)c2)Oc2cc(C#CC3(O)CCCC3)ccc2S1(=O)=O,18,·,5,3,-25,0.3,-17,-5,0
CN(CC(=O)Nc1cc(S(=O)(=O)N2CCCCCC2)ccc1Cl)Cc1ccc2c(c1)OCO2,-10,18,1,-18,13,0.4,-4,27,-3
Cc1ccc(N2CC(C(=O)N3CCCCCC3)CC2=O)cc1 (stereo not given),9,-8,2,4,-11,1.4,-4,-33,-4
COc1ccc(NC(=O)C2Cc3c(-c4ccc5c(c4)OCO5)ccnc3O2)cc1 (stereo not given),1,·,-1,16,-9,2.8,-13,-9,-4
CC(C)COc1ccc(S(=O)(=O)n2cc(F)c(=O)[nH]c2=O)cc1,2,-12,4,6,-1,3.4,0,-24,-6
C=C(C)CC1N(c2cccc(OC)c2)C(=O)[C@@H]2C(C(=O)O)[C@H]3C=C[C@@]12O3 (stereo not given in full),2,-6,14,-5,-7,0.1,-6,-2,-1
CC(=O)NC1C(Oc2ccccc2C)OC(CO)C(O)C1O (stereo not given),5,-15,-1,-10,-11,-0.6,3,0,-4
Cc1ccc(CNC(=O)c2ccc(N3CCC4(CC3)CC(c3ccccc3)=NO4)c([N+](=O)[O-])c2)cc1,0,11,6,3,4,0.1,-9,-3,-5
Clc1nnc(N/N=C/c2ccccc2)c2ccccc12,0,-30,11,4,2,-0.2,-15,7,-6
